# Pf apPOL inh – Pf-apPOL DNA polymerase inhibition; Recombinant Pf-apPOL, molecular beacon fluorescence, 1.5 h; inhibition, % at 10 µM; hit rate 0.25% among 210,000
# mHTT-CaM PPI inh – mHTT-calmodulin interaction abrogation; P42858; AlphaScreen His-mHTT/GST-CaM binding, luminescence; inhibition, % at 15 µM; hit rate 3.6% among 190,000;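 note: 0% = both proteins with DMSO and 100% = one protein alone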
# The depositor's hits bear a star; i = inactive; · = no result given; & = joins results of further samples. Cut-off read from the data, not from the text of the source: active = inhibition above about 50%; inactive = the rest. Compounds as they come; about 3.6% have a hit in one of these screens.
SMILES,Pf apPOL inh,mHTT-CaM PPI inh
CCOC(=O)NC(Nc1ncccn1)(C(F)(F)F)C(F)(F)F,-1,·
N#Cc1ccc(-c2ccc(C#N)cc2)cc1,-15,·
O=C(CSc1cn(CCNC(=O)c2ccc(F)cc2)c2ccccc12)NCc1ccco1,-4,12
Cc1cc2c(cc1C)NC(CC(=O)Nc1cc([N+](=O)[O-])ccc1C)C(=O)N2 (centres undefined),-6,-3
COc1cc(C(=O)Nc2ccc3oc(-c4ccccc4)nc3c2)cc(OC)c1OC,2,32
COc1ccc(NC(=O)CN2C(=O)c3ccccc3C2=O)c([N+](=O)[O-])c1,-5&-11,5&0
O=Cc1cn(-c2ccccc2)nc1-c1cccs1,0,-34
CC(=O)c1ccc(C(=O)Nc2nc3ccc(Cl)cc3s2)cc1,-4,-3
O=Cc1ccccc1OCc1ccc(F)cc1,-1,-24
O=C(O)c1ccc(NCc2cccs2)cc1,-17,-8
O=C(CSc1ncccn1)NCCn1ncc2c(=O)n(Cc3ccccc3F)cnc21,-14,-15
COc1cc(NC(=O)CSc2nc3nc(C)c(Cc4ccccc4)c(C)n3n2)cc(OC)c1,-8,43
CC(C)(C)c1cc(CN2CCC(O)CC2)cc(C(C)(C)C)c1O,14,-4
Cc1c(CC(Cl)(Cl)Cl)c2c(n1-c1ccc([N+](=O)[O-])cc1)CCCC2=O,-8,73*
COc1ccc(C)cc1N1CCN(C(=O)NC(C)(C)C)C(C)C1=O (centres undefined),-3,1
CCCCOc1ccc(CN2CCCC2c2cc(C)no2)cc1 (centres undefined),0,-7
O=C(Cn1c(-c2cncs2)nc2ccccc21)NCCc1ccccc1,3,2
O=C(NCCNc1nccc(C(F)(F)F)n1)Nc1cccc(Cl)c1Cl,-3,·
O=C(NCC1CCN(C(=O)c2c(Cl)cccc2Cl)CC1)c1c(Cl)cccc1Cl,-1,2
CCN(CC)C(=O)CC[C@@H]1CC[C@]2(CCCN(Cc3ccc(Cl)cc3)C2)O1,-5,-4

# A draw from above in order of number of heavy atoms, descending.
SMILES,Pf apPOL inh,mHTT-CaM PPI inh
O=C(CSc1cn(CCNC(=O)c2ccc(F)cc2)c2ccccc12)NCc1ccco1,-4,12
Cc1c(CC(Cl)(Cl)Cl)c2c(n1-c1ccc([N+](=O)[O-])cc1)CCCC2=O,-8,73*
CCCCOc1ccc(CN2CCCC2c2cc(C)no2)cc1 (centres undefined),0,-7

# Remaining list, next part:
SMILES,Pf apPOL inh,mHTT-CaM PPI inh
CSc1ccccc1C(=O)NCc1cc(-c2ccc3c(c2)CC(C)O3)on1 (centres undefined),-3,-3
O=C(Nc1nnc(Cc2c[nH]c3ccccc23)s1)c1ccccc1F,-6,34
COC(=O)Nc1nc(CC(=O)NCc2nc3ccccc3[nH]2)cs1,-2,-1
CCOc1nc(OCC)nc(N2CCC(C)CC2)n1,-2,-10
CCn1cnc2ccc(C(=O)NC3CC3)cc2c1=O,-5,-4
COc1ccc(NC(=O)C2CC(c3cc(OC)c(OC)c(OC)c3)=NO2)cc1OC (centres undefined),-5,46
CCS(=O)(=O)N1CCC(C(=O)NCCc2csc(-c3ccccc3)n2)CC1,10,-7
CS(=O)(=O)N1CCC(CNC(=O)c2ccc(Cl)cc2Cl)CC1,-5,-3
Cc1ccnc(Oc2ccc(C(=O)NCCNc3cc(N4CCOCC4)nc(C)n3)cc2)n1,1,-22
O=C(O)c1cc(O)ccc1-c1ccc(O)cc1,-2,3
CSc1nc2sc3c(c2c2nncn12)CCC(C(C)(C)C)C3 (centres undefined),1,-2
Cc1ccc2cc3cc(C(=O)NCc4cccnc4)oc3nc2c1,6,8
CCOC(=O)C1CCCN(CC(O)COC23CC4CC(CC(C4)C2)C3)C1 (centres undefined),-8,2
COc1cccc(CNC(=O)C2(C)Oc3cccnc3N(C(C)C)C2=O)c1 (centres undefined),-9,-1
FC(F)(F)C1CCN(c2ccc(-c3nc(-c4ccccc4)cs3)cn2)CC1,11&4,·
COCCNS(=O)(=O)c1ccc2c(c1)C(=O)c1cc(S(=O)(=O)NCCOC)ccc1-2,3&0,5&4
O=C(NCc1ccco1)c1ccc(F)cc1,-6,-2
Cc1ccc(-c2nc(NC(=O)COc3ccc(Cl)cc3Cl)sc2C)cc1Cl,-6,·
CC(=O)c1c(C)n(-c2ccccc2)c2ccc(O)cc12,-1,3
Cc1ccc2c(CC(=O)NCCC3=CCCCC3)cc(=O)oc2c1,1,0
CCOc1ccc(/C=C2\N=C(c3ccc(OC)cc3)OC2=O)cc1,-5,-1
COc1cc(C2C(C(=O)c3ccco3)=C(O)C(=O)N2CCCN(C)C)cc(OC)c1OC (centres undefined),1,0
COc1ccccc1N=c1oc2c(OC)cccc2cc1C(N)=O,21,27
CCN(CCN(C)C)Cc1cccc(F)c1,2,2
N#CC1=C(N)N(c2ccc(Br)cc2)C2=C(C(=O)CCC2)C1c1ccsc1 (centres undefined),0,8
COc1ccc2oc(=O)c(-c3csc(Nc4ccc(F)cc4F)n3)cc2c1,0,1
CCOc1ccc(OCC)c(NC(=O)CNS(=O)(=O)c2ccc(Br)s2)c1,0,1
COc1cc(C(=O)n2cnc3ccccc32)c([N+](=O)[O-])cc1OC,11,49
CC(C)CCNc1ccc(-c2nc(-c3ccccc3)no2)cn1,0,-8
CC(C)Oc1ccc(C(O)=C2C(=O)C(=O)N(CCN(C)C)C2c2ccc3c(c2)OCO3)cc1 (centres undefined),-5,3
COc1cccc(-n2nc(C(=O)NCCc3ccc(OC)c(OC)c3)c3ccccc3c2=O)c1,-4,43
CCC(=O)Nc1ccc(Br)cc1C(=O)O,-5,-3
N#CC1=C(N)N(c2ccccc2F)C2=C(C(=O)CCC2)C1c1ccccc1 (centres undefined),-4,6
COc1ccc(Cn2cc(S(=O)(=O)N3CCCC3)ccc2=O)cc1,3,-8
CC(NC(=O)C(=O)NCC1CCN(S(=O)(=O)C2CC2)CC1)c1ccccc1 (centres undefined),-5,-2
CN(C)c1cc(N2CCCC(NC(=O)c3ccc(C#N)cc3)C2)ncn1 (centres undefined),-3,3
O=C(NCc1ccco1)c1ccsc1,10,·
CC1=C(C(=O)Nc2ccc(Cl)cc2)C(c2ccc(Cl)cc2)n2ncnc2N1 (centres undefined),-8,8
NC(=S)c1ncc(C(F)(F)F)cc1N1CCCC1,-1,·
Cc1cccc(CNC(=O)c2nn(C)c3c2CN(C(=O)Cc2cccs2)CC3)c1,-10,69*
O=C(c1cc2c(s1)CCC(C(=O)N1CCN(C3CCCC3)CC1)C2)N1CCOCC1 (centres undefined),-4,8
CCCS(=O)(=O)N1CC(CN(C)C)C2(CCOCC2)C1 (centres undefined),-2,-6
CC1=Nc2ccccc2C1=Cc1c(O)n(-c2ccc(Cl)cc2)c(=O)[nH]c1=O,-2,15
COc1ccc(Cl)cc1NC(=O)c1cc(C(C)C)n2nccc2n1,-1,-13
COc1ccc(C(C)=O)cc1CSc1cc(C)c2ccccc2n1,-5,-17
CC(C)c1cc(C(=O)NC2CCCC2)nc2ccnn12,0,-26
Cc1ccc(C2=NC3(CCN(C)CC3)NC(c3ccccc3O)C2)cc1 (centres undefined),-1,13
O=C1c2ccc(Oc3ccc([N+](=O)[O-])cc3)cc2C(=O)N1c1ccccc1F,-9,-4
CCn1c(CNC(C)=O)nc2c1CN(S(=O)(=O)c1cccc(C(F)(F)F)c1)CC2,-6,10
O=C(O)CN1C(=O)C(=O)C(=C(O)c2ccc([N+](=O)[O-])cc2)C1c1ccc(F)cc1 (centres undefined),-3,2
Cc1nn(C)c(C)c1CCCN(C)C(=O)c1cccnc1N1CCNC(c2ccccc2)C1 (centres undefined),9,-1
COC(=O)c1cccc(NC(=O)CN2CCc3ccccc3C2C(=O)N2CCC(C)CC2)c1 (centres undefined),-5,12
Cc1cccc(N2CCN(C(=O)CCC3CCN(c4cc(NC5CC5)ncn4)CC3)CC2)c1,-2,21
O=C(CCS(=O)(=O)c1ccc(Br)s1)Nc1ccc(Cl)cc1,0,-6
C#CC(C)(O)CCc1c(C)cc(OC)c(C)c1C (centres undefined),-3,-3
CCOc1ccccc1NC(=O)C1CCCN(c2nccc(C)n2)C1 (centres undefined),-2,-10
Cc1cc(S(=O)(=O)N2CCN(c3ccc(F)cc3)CC2)ccc1F,2,-2
CCn1c(=O)c2c(ncn2Cc2cccc(F)c2)n(-c2ccccc2)c1=O,3,-2
CC1CC(C)CN(S(=O)(=O)N2CCCC(C(=O)NCCCN3CCCCCC3)C2)C1 (centres undefined),-16,0
CC1CCCN(CCCNC(=O)c2cc3c(s2)CN(C2CCCC2)C3)C1 (centres undefined),-4,-3

# Random excerpt: 3 records from the list.
SMILES,Pf apPOL inh,mHTT-CaM PPI inh
Cc1ccc(C2=NC3(CCN(C)CC3)NC(c3ccccc3O)C2)cc1 (centres undefined),-1,13
Cc1cc(S(=O)(=O)N2CCN(c3ccc(F)cc3)CC2)ccc1F,2,-2
O=C1c2ccc(Oc3ccc([N+](=O)[O-])cc3)cc2C(=O)N1c1ccccc1F,-9,-4

# Additional compounds
SMILES,Pf apPOL inh,mHTT-CaM PPI inh
CCCCN1CC(N2CCN(Cc3ccccc3)CC2)CS1(=O)=O (centres undefined),-1,-8
O=C(Cc1ccsc1)N1CCC(n2c(-c3ccco3)nc3cccnc32)C1 (centres undefined),12,6
Cc1nn(-c2ccccc2Cl)c(=O)c2ccccc12,-2,-3
CCSc1nc2ccccc2c(=O)n1CC1CCCCC1,-1,-53
CC(C)NC(=O)c1nn2c(c1Cl)NC(c1ccc(Br)cc1)CC2C(F)(F)F (centres undefined),5,10
Cc1nc(-c2ccc(OCc3cc(F)ccc3F)cc2)no1,-3,-7
CCOC(CNC(=O)c1ccc2c(c1)nc(C)n2-c1cccc(F)c1)OCC,-2,5
Cc1nn(-c2ccc(F)cc2F)c(=O)c2nc(-c3ccccc3)sc12,6,·
CN(C)c1cccc(C(=O)N2CCc3nc[nH]c3C2)c1,-1,12
CC1CCc2c(sc(NC(=O)C3CC4CCC3C4)c2C#N)C1 (centres undefined),-3,1
CCC(C)NC(=O)C1CCN(c2nc3ccccc3o2)CC1 (centres undefined),-2,23
CCCCCC1CC(C/C(C)=N/NC(N)=S)C(=O)O1 (centres undefined),·,i
Cc1nc(C)c2c(=O)oc3ccc(Cl)cc3c2c1C,0,5
N#CCOc1nc(N2CCCCC2)nc(N2CCCCC2)n1,-3,-10
O=c1c2ccccc2ncn1CCCSc1ccc(Cl)cc1,-10,-14
Cc1c(C(=O)Nc2cccc(Cl)c2)oc2ccc(S(=O)(=O)N3CCOCC3)cc12,-7,-4
O=C(NC1CC1)c1ccn2c(-c3ccccc3Cl)nnc2c1,-5,0
COc1ccc(OCC2CN(C(=O)c3ccccc3Cl)CCO2)cc1 (centres undefined),-5,-2
Cc1cc(C)cc(NC(=O)C(=O)NCc2ccc3c(c2)OCO3)c1,-4,4
COc1ccc(S(=O)(=O)N2CCc3nc(NC(=O)c4ccccc4F)sc3C2)cc1,-8,5

# A section from the list above:
SMILES,Pf apPOL inh,mHTT-CaM PPI inh
CCOc1ccccc1NC(=O)C1CCCN(c2nccc(C)n2)C1 (centres undefined),-2,-10
Cc1cc(S(=O)(=O)N2CCN(c3ccc(F)cc3)CC2)ccc1F,2,-2

# Later entries:
SMILES,Pf apPOL inh,mHTT-CaM PPI inh
COc1ccc(-c2noc(Cn3ccn4nc(-c5ccc(F)cc5)cc4c3=O)n2)c(OC)c1,0,5
Cc1ccc(CNC(=O)CSc2nc3ccsc3c(=O)n2C2CC2)cc1,-3,15
COc1ccc(OC)c(NC(=O)COc2ccc(C(C)C)cc2)c1,2,-10
O=C(NCc1ccccn1)c1cc2n(n1)CCCC2,-2,-4
CCCCNC(=O)c1cnn2c(C)c(Cc3ccc(F)cc3)c(C)nc12,-4,48
Cc1ccc(CCNC(=O)CC2CCN(C(=O)C3CCCCC3)CC2)cc1,-7,39
COc1ccc(C2=NN3C(C2)c2cccc(OC)c2OC3c2cccc([N+](=O)[O-])c2)cc1OC (centres undefined),-4,20
Cc1nn(S(=O)(=O)c2cccs2)c(C)c1Sc1ccc([N+](=O)[O-])cc1,1,19
O=C(C1CC1)N1N=C(c2ccc(Cl)cc2)CC1(O)C(F)(F)F (centres undefined),-3,-22
O=C(CN(Cc1ccccc1)S(=O)(=O)c1ccccc1)N1CCN(c2ccccc2F)CC1,-4,-4
COc1ccc(C(=O)CC2(O)C(=O)Nc3ccc(Cl)cc32)cc1OC (centres undefined),-5,3
O=C(c1ccc2c(c1)OCCO2)N1CCN(c2nc3c(F)cccc3s2)CC1,-14,16
Cc1nn2c(=O)/c(=C/c3cccs3)sc2nc1=O,18,4
COc1ccccc1C1(CNS(=O)(=O)c2c(C)noc2C)CCOCC1,-1,-14
CN1CCN(CC(O)COCC23CC4CC(CC(C4)C2)C3)CC1 (centres undefined),1,1
COc1ccc(S(=O)(=O)CC(=O)Nc2nc3c(Br)cccc3s2)cc1,-5,-17
CCC(=O)C1=C(N2CCOCC2)CC(C)(C)CC1=O,-10,1
NNC(=O)C(O)c1ccc(Cl)cc1 (centres undefined),-6,6
CCC(=O)N1CCN(c2nc3c(s2)CC(C(=O)Nc2ccc(Cl)c(C)c2)CC3)CC1 (centres undefined),2,10
COc1cccc2cc(-c3nc4ccccc4[nH]3)c(=N)oc12,75*,12
CCn1c(CC2CCN(C(=O)Cc3c[nH]c4ccccc34)C2)nc2cccnc21 (centres undefined),-13,3
O=C(Nc1ccc(S(=O)(=O)N2CCCC2)cc1)c1ccccc1[N+](=O)[O-],2,4
COc1cccc(-c2nc(-c3cccc([N+](=O)[O-])c3)no2)c1,-6,0

# Compound activity from PubChem.
